Screening data: PubChem, several laboratories
Myeloid diff MLP – compounds promoting myeloid differentiation. ER-HoxA9 myeloid progenitors, lysozyme-GFP differentiation, flow cytometry. calls only at 10 µM. 360,000 tested, 1% active. AID 624256;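 active = normalized GFP-positive differentiation at or above the plate's own cutoff, the solvent-only control mean plus 3 SD; inconclusive = no clear call, values can overlap the other calls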;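 also: cells exposed to compound for four days before flow analysis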
T cell HTS – modulates CD8 T cell binding to vesicles; 2C CD8+ T cell-vesicle binding, flow cytometry; hits give low values; calls only at 7 µM; 330,000 tested, 0.068% active; AID 2052;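 active = response, share of CD8 T cells binding vesicles, and their 90th percentile fluorescence all below set limits, cut at about 80% in these data, passing the limit was not always enough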
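Incubation: binding step 1.5 h, 37 °C, antibody labelling 20 min, ice; system: murine 2C transgenic CD8+ T lymphocytes; technique: cytometric PE anti-B7-1 and Alexa647 anti-CD8 signals after 1% paraformaldehyde fixation; also added: QL9-charged Drosophila Ld/ICAM-1/B7-1 vesicles; control set: naked versus QL9-loaded vesicles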
West Nile virus CPE – inhibition of WNV-induced cytopathic effect – cell-based, CPE readout (AID 1621); CPE inhibition, % at 10 µM; hits with a dose series show IC50 in µM; West Nile virus-infected cells, CPE inhibition; higher % means a stronger effect; 290,000 tested, 0.02% active; in the data active = a potency from the dose series; inconclusive = CPE inhibition mostly from about 3.7% at the one dose, without a potency; inactive = the rest, 99 in 100 with CPE inhibition below about 2.2%; also: strong numbers were not always called active
RSV CPE inhibition – RSV antiviral activity via CPE protection, HEp-2 cells, primary 10 µM value included (AID 2391) | HEp-2 cells, RSV-induced CPE inhibition; higher % means a stronger effect | one-dose CPE inhibition, % at 10 µM; IC50 in µM for titrated hits | 310,000 tested, 0.13% active; in the data active = a potency from the dose series; inconclusive = CPE inhibition mostly from about 23% at the one dose, without a potency; inactive = the rest, 99 in 100 with CPE inhibition below about 21%; also: strong numbers were not always called active
Large T inhibition – SV40 large T antigen inhibitors, biochemical (AID 1903); SV40 large T antigen ATPase/helicase inhibition assay; higher % means a stronger effect; inhibition, % at 20 µM, or IC50 in µM where a hit was titrated; 310,000 tested, 0.39% active; in the data active = a potency from the dose series; inconclusive = inhibition mostly from about 32% at the one dose, without a potency; inactive = the rest, 99 in 100 with inhibition below about 32%; also: strong numbers were not always called active
Salmonella PhoP GFP – inhibitors of PhoP regulon expression, primary screen, Salmonella Typhimurium, GFP reporter (AID 1863); inhibition, % at 50 µM; hits with a dose series show IC50 in µM; 300,000 tested, 0.16% active; S. Typhimurium PhoP-regulated promoter GFP reporter, 4 h; higher % means a stronger effect;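 active = inhibition over 29.93%, a cutoff 3 SD above the screen mean, later confirmed by dose response; inconclusive = inhibition over 29.93% but no dose response follow-up; inactive = inhibition at most 29.93% or unconfirmed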;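 also: 0% = low Mg2+ inducing control and 100% = high Mg2+ repressing control; strong numbers were not always called active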
WT yeast gro inh – growth inhibition of WT yeast, mitochondrial fusion screen. mitochondrial fusion phenotypic screen, WT strain. inhibition, % at 10 µM. 190,000 tested, 2.1% active; in the data active = inhibition above about 58%; tested in S. cerevisiae
Rac1 GTP hydrolysis – MgcRacGAP GTPase-activating activity inhibitors, confirmation, biochemical, ADP Hunter fluorescence; MgcRacGAP-stimulated Rac1 GTP hydrolysis, ADP Hunter fluorescence; higher % means a stronger effect; GST-tagged Rac1 F28L mutant substrate; inhibition, % at 30 µM; hits with a dose series show IC50 in µM; 340,000 tested, 0.6% active; AID 624330;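 active = first-screen hits whose inhibition reached a set limit at any dose in the follow-up dose series; inconclusive = inhibition above the set first-screen limit but never retested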;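 also: fluorescence reports GDP produced by GAP-driven GTP hydrolysis; strong numbers were not always called active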
b-catenin transl – modulators of beta-catenin nuclear translocation. 190,000 tested, 0.3% active. AID 1665. HeLa beta-catenin nuclear translocation, immunofluorescence imaging. nuclear translocation activity, % at 5 µM;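 active = nuclear translocation activity above 50% at 5 µM, with a well cell count of 50 or more; inconclusive = wells under 50 cells across six images, flagged as toxic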;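 also: per-cell ratio of nuclear to cytoplasmic median beta-catenin stain intensity; plate controls were DMSO negative control for no effect and GSK-3 inhibitor IX positive control for full effect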
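Read-out: Nuclear/cytoplasmic beta-catenin signal ratio, % activation | Assay system: Human HeLa cell line | Times: 24 h compound exposure at 37°C, 5% CO2 | Signal: Fluorescence imaging of beta-catenin antibody stain plus DAPI | Dosing: 5 µM primary, 0.02–20 µM confirmation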
WT yeast gro inh mutant strain – further read-out of WT yeast gro inh, marked with its call; inhibition, %; mitochondrial fusion phenotypic screen, mutant strain inhibition
b-catenin transl cell count 5 µM – further read-out of b-catenin transl, marked with its call; cell count; measured here: cell count, cytotoxicity flag
T cell HTS vesicle-bound % – recorded beside T cell HTS, whose call it bears; double positive events, %; measured here: CD8+ vesicle-bound cell fraction;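 binding gate set so that unloaded-vesicle control wells show 10% double positive cells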
Myeloid diff MLP GFP+ MAC1+ % – recorded beside Myeloid diff MLP, whose call it bears; GFP+ MAC1+ double positive, %; measured here: differentiation confirmed by MAC1 staining
An asterisk follows results filed as active; i = inactive; ? = inconclusive; / = no result given; + = active, no number. Not a hit list; about 3.6% have a hit in one of these screens.

Results follow in this order: Myeloid diff MLP | Myeloid diff MLP GFP+ MAC1+ % | T cell HTS | T cell HTS vesicle-bound % | West Nile virus CPE | RSV CPE inhibition | Large T inhibition | Salmonella PhoP GFP | WT yeast gro inh | WT yeast gro inh mutant strain | Rac1 GTP hydrolysis | b-catenin transl | b-catenin transl cell count 5 µM
> COc1ccc(/C(C)=N/NC(=S)Nc2cc(C)ccc2C)cc1
    i | 0.7 | i | 56.1 | -0.1% | 9.0% | 10.8% | -4.6% | 67.0* | 54.4* | -5.6% | 1.0 | 1052
> CC1SC(C)C(=O)N(CC(=O)NC2CCCCC2)C1=O (stereo unspecified)
    i | 0.3 | / | / | 0.1% | / | 7.0% | -10.5% | -3.1 | -0.8 | 3.9% | -3.5 | 1078
> COc1cc(OC)cc(C(=O)OCn2nnc3ccccc3c2=O)c1
    i | 1.1 | i | 34.5 | 0.2% | 2.7% | 5.8% | -7.0% | 9.3 | 1.3 | 3.8% | -2.1 | 1127
> CC1Sc2ccc(S(=O)(=O)CCC(=O)N(C)Cc3ccco3)cc2NC1=O (stereo unspecified)
    i | 1.5 | i | 30.8 | -0.4% | 0.6% | 14.4% | 2.5% | / | / | 3.9% | / | /
> CC(=O)Nc1ccc(N/C(C)=C/C(=O)c2cccnc2)cc1
    i | 0.4 | i | 49.6 | 0.0% | 2.1% | 4.0% | 2.4% | -11.3 | -9.8 | -2.4% | 3.2 | 531
> CCn1cc(Br)c(C(=O)Nc2ccc(C(=O)OC(C)C)cc2)n1
    i | 3.1 | i | 33.0 | 0.1% | 6.4% | 8.4% | 9.8% | 7.5 | -3.2 | 3.6% | -2.9 | 1213
> N#Cc1ccccc1S(=O)(=O)c1ccccc1C(=O)Nc1ccccc1
    i | 0.1 | i | 26.9 | 0.1% | 1.5% | 1.0% | -6.2% | -0.3 | -20.8 | 0.1% | -3.3 | 1031
> COc1ccc(NC(=O)CN(C)C(=O)CCC(=O)c2ccc(C)cc2)cc1
    i | 0.9 | i | 41.8 | / | -0.1% | 25.6% | 0.6% | / | / | 0.0% | / | /
> Cc1noc(C)c1COC(=O)COc1ccc(C#N)cc1
    i | 0.3 | i | 26.5 | 0.1% | 0.7% | 17.3% | 3.9% | -12.3 | -2.1 | 1.3% | -0.9 | 1056
> CCS(=O)(=O)c1nc(S(=O)(=O)c2ccc(C)cc2)c(N2CCCC2)s1
    i | 0.4 | i | 30.4 | -0.2% | 2.5% | 1.3% | 1.0% | / | / | -3.6% | / | /
> CCN(CC)Cc1ccc(NC(=O)c2sc3cc(Cl)ccc3c2Cl)cc1
    + | 1.3* | i | 27.2 | -1.5% | -2.3% | 4.0% | 3.1% | / | / | 10.6% | 0.4 | 1227
> N#Cc1ccc(-c2ccc(OCC(O)CN3CCOCC3)cc2)cc1 (stereo unspecified)
    i | 0.0 | i | 57.7 | -0.9% | 5.8% | 5.9% | -1.8% | 0.0 | 0.0 | 11.9% | 1.6 | 1431
> CC(=O)Nc1ccc(S(=O)(=O)Nc2cc([N+](=O)[O-])ccc2C)cc1
    i | 1.0 | i | 22.9 | 0.1% | 0.1% | 4.7% | -4.2% | -14.9 | -5.4 | 6.9% | -4.1 | 1121
> CC(=O)N=c1sc2c3ccccc3ccc2n1C
    i | 3.8 | i | 7.5 | -0.2% | 11.9% | 4.5% | -0.1% | 0.7 | 3.2 | 6.7% | 8.8 | 993
> O=S(=O)(Nc1ccc(-n2cnnn2)cc1)c1ccc(Cl)cc1
    i | 1.5 | i | 56.0 | / | -1.3% | / | / | / | / | 4.7% | / | /
> O=C(COC(=O)COc1ccc2ccccc2c1)NC1CCCc2ccccc21 (stereo unspecified)
    i | 1.4 | i | 53.8 | 0.4% | 1.2% | 16.7% | 6.1% | 2.7 | 15.7 | 5.5% | -1.9 | 970
> COc1ccc(N2CCN(C(=O)[C@@H]3CCCN3C3=NS(=O)(=O)c4ccccc43)CC2)cc1
    i | 0.5 | i | 54.6 | / | 1.2% | / | / | / | / | 19.5% | / | /
> O=C(CSc1cccc[n+]1[O-])Nc1cc(S(=O)(=O)N2CCOCC2)ccc1N1CCOCC1
    i | 0.8 | i | 47.7 | -0.2% | 1.8% | 5.2% | -5.0% | -7.7 | 10.7 | 12.4% | -6.5 | 572
> O=C(CNc1cccc(S(=O)(=O)N2CCOCC2)c1)Nc1ccc(C(F)(F)F)cc1
    i | 0.5 | i | 54.4 | / | 6.5% | 2.5% | 0.3% | / | / | 1.7% | / | /
> O=C(O)c1ccccc1N/C=C\[N+](=O)[O-]
    i | 0.1 | i | 57.2 | 0.6% | 1.2% | 25.7% | -3.0% | 4.2 | 6.2 | 11.3% | -1.4 | 1039
> COc1cc(C2CC(=O)NC3=C2C(=O)CC(C)(C)C3)cc(OC)c1O (stereo unspecified)
    i | 0.8 | i | 3.5 | -0.3% | 1.3% | 12.5% | -2.7% | 19.2 | -4.9 | 4.5% | 1.2 | 1375
> N#CCN1C(=O)C(=O)N(Cc2cccc(Cl)c2)C1=O
    i | 0.2 | i | 50.1 | 0.1% | 2.2% | 5.3% | 0.8% | / | / | 5.9% | / | /
> Cc1c(C(C)O)nnn1-c1nonc1N (stereo unspecified)
    i | 1.1 | i | 32.3 | 0.6% | 1.1% | 2.7% | -8.4% | -3.8 | -10.6 | 5.5% | -4.1 | 929
> COc1cc(CNc2ccc3[nH]c(=O)[nH]c3c2)cc(Br)c1OCC(=O)NC(C)(C)C
    i | 0.8 | i | 28.1 | 0.6% | 1.7% | ? | 2.1% | 2.3 | -12.4 | ? | -11.7 | 1164
> Cc1cc(/C=C(\C#N)C(=O)NCc2cccs2)c(C)[nH]1
    i | 0.4 | i | 35.7 | -0.2% | 4.3% | 21.9% | -4.4% | 0.9 | -11.2 | 2.8% | 0.1 | 983
> Cc1cc(C)n2c(SCc3ccccc3Cl)nnc2n1
    i | 0.3 | i | 51.1 | -0.6% | 4.1% | 0.0% | 4.1% | -34.8 | 29.0 | 8.5% | 0.9 | 945
> CCCCN(C)CCNC(=O)CN1C(=O)CSc2ccc(S(=O)(=O)N3CCCCC3)cc21
    i | 2.5 | i | 35.2 | 0.2% | -2.6% | -2.1% | -4.8% | / | / | 8.2% | / | /
> CC1Cc2cc(/C(O)=C3/C(=O)C(=O)N(Cc4ccco4)C3c3cccs3)ccc2O1 (stereo unspecified)
    ? | / | i | 11.1 | 0.1% | 1.9% | 13.7% | -16.9% | 4.4 | 0.9 | 17.0% | / | /
> CCOC(=O)c1cn(CC)c2cc(Cl)c([N+](=O)[O-])cc2c1=O
    i | 0.0 | i | 0.3 | 0.0% | 0.5% | 0.5% | 17.4% | 17.1 | 16.6 | 4.4% | -1.0 | 1066
> CN1CCN(S(=O)(=O)c2cccc(C(=O)Nc3cc(C(F)(F)F)ccc3N3CCCCC3)c2)CC1
    + | 0.9* | i | 1.0 | / | -0.8% | 12.9% | -5.6% | / | / | 11.5% | / | /
> O=c1[nH]c2ccccc2n2c(-c3ccncc3)nnc12
    i | 0.5 | / | / | 0.3% | / | 1.1% | 1.5% | 7.9 | -8.7 | 6.8% | -2.0 | 1341
> CC(C)Oc1ccc(C(CCNCc2ccc(O)cc2)c2ccccc2)cc1 (stereo unspecified)
    i | 1.4 | i | 17.8 | -1.9% | -2.2% | 4.3% | 1.6% | / | / | 10.3% | / | /
> O=C(Nc1ccccc1N1CCOCC1)c1ccc(OCc2cscn2)cc1
    i | 0.5 | i | 17.9 | 0.5% | 5.5% | 7.1% | 2.4% | / | / | 5.9% | / | /
> CCC(C)N(C(=O)Cn1nc(C)c([N+](=O)[O-])c1C)C1CCS(=O)(=O)C1 (stereo unspecified)
    i | 0.8 | i | 10.5 | / | -2.1% | 5.4% | 2.2% | / | / | 0.8% | / | /
> Cc1ccc(S(=O)(=O)N2CCCCC2)cc1NC(=O)COC(=O)c1ccc(O)cc1
    i | 0.2 | i | 25.0 | -0.1% | 0.4% | 8.0% | 1.6% | -12.8 | -18.8 | -9.8% | 0.5 | 1054
> Cc1ccc(-n2nc3c(N4CCC(C(=O)N5CCN(C)CC5)CC4)nnc(C)c3c2C)cc1
    i | 1.3 | i | 6.5 | 0.9% | 0.3% | 0.0% | -7.8% | / | / | 17.9% | / | /
> COc1ccc(NC(=S)NNS(=O)(=O)c2ccc3ccccc3c2)c(OC)c1
    i | 0.5 | i | 37.8 | -0.4% | 1.3% | 9.8% | 4.8% | -8.1 | -6.8 | 45.6% | 0.1 | 1501
> O=C(NC(=S)N1CCN(C(c2ccccc2)c2ccccc2)CC1)c1ccc(S(=O)(=O)N2CCOCC2)cc1
    i | 0.1 | i | 0.9 | 1.0% | 0.4% | -1.7% | 2.6% | 6.7 | 1.1 | 10.2% | -3.2 | 1155
> O=C(COC(=O)C1CC2CCCC(C1)C2=O)c1cccc(Br)c1 (stereo unspecified)
    i | 0.7 | i | 48.6 | / | 0.6% | / | / | / | / | 10.1% | / | /
> Cc1ccc(C(=O)NCCCN2CCOCC2)c(C)c1
    i | 0.6 | i | 44.1 | 0.0% | 0.5% | 9.0% | 6.7% | / | / | 5.9% | / | /
> Cn1c(N)c(C(=O)COC(=O)C2CCC(C(C)(C)C)CC2)c(=O)n(C)c1=O (stereo unspecified)
    i | 0.9 | i | 44.1 | 0.1% | 12.2% | 5.1% | -0.6% | 55.2 | 19.8 | 6.3% | 5.0 | 1068
> COc1ccc(-c2noc(CSc3nc4sc(C)c(C)c4c(=O)n3-c3ccccc3)n2)cc1
    i | 1.4 | i | 13.6 | -0.7% | 3.2% | 3.0% | -14.4% | 2.8 | -13.6 | 6.5% | -3.8 | 1106
